Screens (PubChem BioAssay)
MMP13 inhibition: human MMP13 inhibition, fluorescence-interfering compounds – biochemical, possible fluorescent artifacts, delta fluorescence, confirmation (AID 734); MMP13 fTHP FRET cleavage, delta fluorescence 4 h; hits give high values; inhibition, %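 (each compound tested at 4 µM nominal in triplicate)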; 5,100 tested, under 10 active;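 active = inhibition above the mean inhibition over all tested compounds plus 3 SD, cut at about 75% in these data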;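 also: 0% = DMSO only wells and 100% = 8 µM reference MMP13 inhibitor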
An asterisk follows results filed as active. Not all compounds are listed. The share of hits here may be higher or lower than overall.

canonical_smiles | MMP13 inhibition
COC(=O)c1cnn2c3c(c(C)nc12)CCCC3 | 2.1
Nc1c(S(=O)(=O)c2cccs2)c2nc3ccccc3nc2n1Cc1ccc2c(c1)OCO2 | -4.3
CCNc1cc2n(c(=O)n1)CCc1cc(OC)c(OC)cc1-2 | 6.2
COc1ccc2nc(N3CCCC(O)C3)c(C#N)cc2c1 (stereo not given) | 4.5
c1ccc2c(c1)oc1c(NCCCn3ccnc3)ncnc12 | 3.4
CCN1c2ccccc2-c2nc3ccccc3n2C1c1ccncc1 (stereo not given) | 2.7
CC(C)CCNC(=O)C(c1ccco1)N(Cc1ccccc1)C(=O)c1snc(C(N)=O)c1N (stereo not given) | 2.5
Cc1ccc(-c2cn3cccnc3n2)cc1NC(=O)c1c(-c2ccccc2Cl)noc1C | -5.8
C=CCOC(=O)C(C#N)c1nc2ccccc2nc1N1CCCC1 (stereo not given) | 14.6
COc1ccc2[nH]c(C)c(C(=O)CN3CCc4cc(OC)c(OC)cc4C3)c2c1 | 5.1
Cc1nn(Cc2ccccc2Cl)c(C)c1NC(=O)c1noc2c1CCCCC2 | 4.7
Cc1cc(C(=O)NCc2ccccc2)c(=O)[nH]c1C | 1.6
CCOC(=O)c1c(C)n(OCc2ccccc2)c2ccc3nonc3c12 | -2.1
COc1nc(-c2ccccc2)ccc1-c1noc(-c2ccco2)n1 | 5.9
COc1ccc2[nH]c(=O)c(CN(CCc3ccccc3)Cc3nnnn3CC3CCCO3)cc2c1 (stereo not given) | 5.4
COc1ccc(CCNC(=O)C2CCN(S(=O)(=O)N3CCCCCC3)CC2)cc1OC | 0.3
COc1ccc(CCn2c(-c3ccco3)nc3nc4ccccc4nc32)cc1 | 2.3
N#Cc1c(-c2ccccc2)cc(C2CC2)nc1N | 7.4
CCCOc1ccc(C(C)(O)CN2CCOCC2)cc1 (stereo not given) | 3.5
Cc1cc(=O)n2c3c(sc2n1)C(=O)N(Cc1ccccc1)C3=O | 7.1

(more compounds)
canonical_smiles | MMP13 inhibition
O=c1cc(-c2ccc3c(c2)OCO3)oc2ccccc12 | -9.0
O=C(NCCCN1CCOCC1)c1cc(-c2ccccc2)on1 | 5.1
CC1(CC(=O)O)C(=O)N=C2C=CC=CN21 (stereo not given) | -6.0
COC(=O)CSc1nc2sc3c(c2c(=O)n1-c1ccccc1)CCN(C)C3 | 5.3
N#Cc1cn(-c2ccccc2)nc1-c1ccc2c(c1)OCCO2 | 1.2
COC(=O)C1=C(C)NC2=C(C(=O)CC(C)(C)C2)C1c1cccc(C)n1 (stereo not given) | 3.0
CCOC(=O)C1=C(C)NC(C)=C(C(=O)OCC)C1C(=O)OCC(=O)N1CCC(C)CC1 | 6.9
CN(C)c1oc(-c2cccs2)nc1C#N | -92.7
O=C(O)c1ccc2cc[nH]c2c1 | 5.1
C=CCSc1nnc(-c2c[nH]c3ccccc23)n1CCOC | 3.7
c1ccc2c3c(cc(N4CCOCC4)c2c1)OC1(N2CCOCC2)CCCCC1O3 (stereo not given) | -1.9
Cc1ccc(-c2cc(C(F)F)n3ncc(C(=O)N4CCN5CCCC5C4)c3n2)cc1 (stereo not given) | 2.1
N#Cc1c2n(c3c(-c4ccccc4)ncnc13)CCC2 | 0.9
CCC(C)(C)n1nnnc1C(c1cc2cc(C)ccc2[nH]c1=O)N1CCCC1 (stereo not given) | 1.2
O=C(O)c1ccc(CNc2ccccc2C(=O)O)cc1 | 1.2
CN(Cc1ccccc1)S(=O)(=O)c1ccc2[nH]cc(C(=O)NCC3CCCO3)c(=O)c2c1 (stereo not given) | 10.3
O=C(Cn1c(-c2ccco2)nc2ccccc21)N1CCCCC1 | 0.8
COc1ccc(-c2ccnc(SCC(=O)N3CCOCC3)n2)cc1 | 1.4
N#CC1=C(SCc2ccccc2)NC(=O)CC1c1ccc(O)cc1 (stereo not given) | 3.9
O=C(c1cccs1)N(CCO)Cc1cc2cc3c(cc2[nH]c1=O)OCCO3 | 7.3

Next section:
canonical_smiles | MMP13 inhibition
N#Cc1nc(-c2ccc(Cl)cc2)oc1NCCc1ccccn1 | -6.7
COc1ccc(-c2nnc(-c3ccc(N)cc3)o2)cc1 | 32.7
Cc1cc(C)nc(N2CCC(C(=O)Nc3ccc4c(c3)OCO4)CC2)n1 | 6.1
CCOc1ccc2nc(NCCCNS(=O)(=O)c3ccccc3)c(C#N)cc2c1 | 2.8
COC(=O)c1[nH]c2ccc(Cl)cc2c1NC(=O)CCN1CCN(C2CCCCC2)CC1 | 6.2
CCOc1ccc2[nH]c(=O)c(CN(CCO)C(=O)c3ccc(Br)cc3)cc2c1 | -3.8
COc1ccc(-n2c3c(cc(C(=O)NC4CCSC4=O)c2=O)C(=O)CC(C)(C)C3)cc1 (stereo not given) | 0.4
CCOc1ccc2nc(NC(=O)c3ccc(S(=O)(=O)N4CCOCC4)cc3)sc2c1 | 0.0
CC(=O)OC1c2c(ccc3ccc(=O)oc23)OC(C)(C)C1OC(=O)CC(C)C (stereo not given) | 2.8
CC(C)C1Cc2[nH]c(=O)c(C(=O)O)cc2CO1 (stereo not given) | 5.8
COc1cccc(Oc2coc3c(CN4CCOCC4)c(O)ccc3c2=O)c1 | -13.8
COCCn1c(N)c(S(=O)(=O)c2cccs2)c2nc3ccccc3nc21 | -38.1
Cc1onc(-c2ccccc2Cl)c1C(=O)Nc1cccc(-c2nc3ncccn3c2C)c1 | -11.1
COc1ccc2cc(C(c3nnnn3C3CCCC3)N3CCc4ccccc4C3)c(=O)[nH]c2c1 (stereo not given) | 3.2
COc1cc2c(cc1OC)-c1cc(OCCN3CCOCC3)nc(=O)n1CC2 | 39.9
CCN(CC)c1nc(N)c2c(N)nc3c(c2c1C#N)CC(c1ccccc1)O3 (stereo not given) | 9.3
CCOC(=O)N1CCN(C(=O)c2ccc3c(c2)sc2nc(-c4ccc(OC)cc4)cn23)CC1 | 8.8
O=C(Nc1ccc(Cl)cc1)Nc1ccccc1C(=O)NCc1ccco1 | -0.7
CCOc1ccc2oc(C(=O)OCC(=O)NC(=O)NC3CCCC3)c(C)c2c1 | -1.1
N#Cc1nc(-c2ccco2)oc1N1CCc2ccccc2C1 | 5.0

Continued:
canonical_smiles | MMP13 inhibition
Cc1ccc2nnc(Cl)n2n1 | 7.7
CCCn1c(SCc2cc(=O)oc3ccc4ccccc4c23)n[nH]c1=O | 8.9
CCCc1cc(NCCCCO)n2c(nc3ccccc32)c1C#N | -13.5
COCCCNC(=O)c1cc2c(-c3ccc(Cl)cc3)nn(C)c2s1 | 2.2
COc1cccc(S(=O)(=O)Nc2ccc3sc(C)nc3c2)c1 | 3.4
CCNC(=O)c1c(O)c2cccc3c2n(c1=O)CC3 | 5.7
CC(C)OC(=O)CCC(=O)Nc1nc2ccccc2s1 | 4.1
Cc1ccc(C2C(C#N)=C(N)SC(N)=C2C#N)o1 | 4.3
CCOc1ccc2[nH]c(=O)c(C(c3nnnn3CCOC)N3CCOCC3)cc2c1 (stereo not given) | 3.5
c1ccc2c(c1)nc(CN1CCOCC1)n1c3ccccc3nc21 | 1.9
COc1ccc(CCn2c(=N)c(C(=O)N3CCN(C)CC3)cc3c(=O)n4ccccc4nc32)cc1 | -2.1
CC(C)c1nc(N2CCOCC2)c(C#N)c2c1CCC2 | -4.0
COc1ccc(NCc2cc3ccccc3[nH]c2=O)cc1 | 3.8
Cc1cccn2c(=O)c3cc(C(=O)NC4CCS(=O)(=O)C4)sc3nc12 (stereo not given) | -4.9
C=CCNc1ncnc2c1[nH]c1ccccc12 | 5.1
O=c1c2c([nH]c3ccccc13)C(=C1CCCC1)CC2 | 9.2
O=C(COC(=O)c1cc(S(=O)(=O)N2CCOCC2)ccc1O)NCC1CCCO1 (stereo not given) | 3.4
COc1c(C)cccc1C(=O)Nc1ccc(N2CCN(S(C)(=O)=O)CC2)cc1 | 3.4
CCCOC(=O)Cc1c(O)c2ccccc2[nH]c1=O | 4.7
Cc1nn(-c2ccccc2)c2nc(N)c(C#N)c(-c3ccc(F)cc3)c12 | 0.7

Later entries
canonical_smiles | MMP13 inhibition
COc1ccc2[nH]c3c(N4CCN(Cc5ccc6c(c5)OCO6)CC4)ncnc3c2c1 | -8.6
O=C(c1cccn2c(=O)c3cc(Cl)ccc3nc12)N1CCOCC1 | -1.7
c1csc(-c2nn3c(Cn4cnc5ccccc54)nnc3s2)c1 | 7.6
CCOc1ccc2nc(NCCNS(=O)(=O)c3ccccc3)c(C#N)cc2c1 | 4.6
O=C(NC1CCCCCCC1)c1ccccc1O | 7.4
COc1ccc(-c2nn3c(COc4ccccc4)nnc3s2)cc1OC | 3.6
COc1cc2c(C#N)c(N3CCN(c4ccccc4OC)CC3)nc(N)c2c(N)n1 | 4.8
CC1CC(=O)c2cnc(Nc3cccc(C(F)(F)F)c3)nc2C1 (stereo not given) | 6.2
CCc1cc(=O)oc2cc(C)c3c(C)coc3c12 | -5.5
O=C(Nc1ccc2oc(-c3ccncc3)nc2c1)c1ccccc1F | 3.3
Cc1ccc(-c2nc3c(=O)n(C)c4ccccc4c3o2)cc1 | 6.1
Cc1cccn2c(=O)c3cc(C(=O)N4CCN(C(=O)c5ccco5)CC4)n(C)c3nc12 | 0.6
COc1cccc(-c2nn(C)c3sc(C(=O)NCc4ccccn4)cc23)c1 | 3.5
COC(=O)c1cc(=O)nc2sc(-c3cccs3)nn12 | -20.9
COc1cccc(C2C(C(=O)Nc3ccc(C)cc3C)=C(C)Nc3ncnn32)c1OC (stereo not given) | 3.3
COCCNC(=O)C(C#N)c1nc2ccccc2nc1N1CCCCCC1 (stereo not given) | 7.4
COc1ccc(-c2nn(-c3ccccc3)cc2CO)cc1OC | 6.0
COc1ccc(OC)c(S(=O)(=O)N2CCC(C(=O)Nc3cccc(C)c3C)CC2)c1 | 0.4
CCN(CC)c1nc2ccccc2nc1C(C#N)C(=O)NCCc1ccccc1 (stereo not given) | 5.0
c1csc(-c2nnc(-c3ccc(N4CCOCC4)cc3)o2)c1 | 9.9

Later entries.
canonical_smiles | MMP13 inhibition
CC(C)c1ccc2oc(-c3ccc(N)cc3)nc2c1 | -64.6
CCOC(=O)c1[nH]c2ccccc2c1NC(=O)COC | 4.1
CCN(CC)CCCNc1oc(-c2ccc(OC)c(OC)c2)nc1C#N | 8.6
COc1ccc(-c2nc(C#N)c(N3CC(C)OC(C)C3)o2)cc1OC (stereo not given) | 2.6
C=CCN(CC=C)c1nc2ccccc2nc1C(C#N)C(=O)OCCOC (stereo not given) | 10.6
COc1ccc(N(C)C(=O)Nc2ccc3c(c2)nnn3C)cc1 | 2.5
CCOC(=O)c1cc(-c2cc3ccccc3o2)nc2c1c(=O)[nH]c(=O)n2CCOC | -0.7
COc1cc2c(cc1OC)CN(C(=O)NS(=O)(=O)c1ccc(C)cc1)CC2 | 6.2
CCCCS(=O)(=O)Nc1ccc2ncn(C)c(=O)c2c1 | 12.4
CCn1c(SC)nc2c(c1=O)SC(C)C2 (stereo not given) | 4.4
Cc1cc2c(cc1C)NC(CC(=O)NCc1ccccc1)C(=O)N2 (stereo not given) | 8.1
O=C1CCCC/C1=C/Nc1ccc2c(c1)OCO2 | 4.6
CC1(C)CC(=O)C2=C(C1)Nc1[nH]c(=S)[nH]c(=O)c1C2c1ccccc1 (stereo not given) | 1.8
CCOc1ccccc1-c1nc2c([nH]1)c(=O)n(C)c(=O)n2C | -2.5
CCCCN(CC)CCCNC(=O)c1cc2cc3ccc(OC)cc3nc2o1 | -51.5
CCOC(=O)c1[nH]c2ccc(Br)cc2c1NC(=O)CCN1CCN(C(=O)OCC)CC1 | 0.1
Cc1cc(NS(=O)(=O)c2ccc(NC(=O)C(C)Oc3ccc4c(C)cc(=O)oc4c3)cc2)no1 (stereo not given) | 7.8
CC(=O)C1=C(C)NC(SCSc2ccccc2)=C(C#N)C1c1cccnc1 (stereo not given) | 3.7
CN(C(=O)COC(=O)c1ccc2c(c1)OCO2)C1CCS(=O)(=O)C1 (stereo not given) | -0.1
Cc1cc2c(N=O)c(NO)ccc2[nH]1 | 8.0

Five compounds drawn at random from the list so far:
canonical_smiles | MMP13 inhibition
CCOC(=O)c1[nH]c2ccccc2c1NC(=O)COC | 4.1
C=CCN(CC=C)c1nc2ccccc2nc1C(C#N)C(=O)OCCOC (stereo not given) | 10.6
CC(=O)C1=C(C)NC(SCSc2ccccc2)=C(C#N)C1c1cccnc1 (stereo not given) | 3.7
CCOC(=O)c1[nH]c2ccc(Br)cc2c1NC(=O)CCN1CCN(C(=O)OCC)CC1 | 0.1
CCN(CC)CCCNc1oc(-c2ccc(OC)c(OC)c2)nc1C#N | 8.6

(list continues)
canonical_smiles | MMP13 inhibition
Cc1ccnc(NS(=O)(=O)c2ccc(N=CC3=C(O)CC(C)(C)CC3=O)cc2)n1 | 5.2
CC(C)Cc1nc(N2CCCCC2)c(C#N)c2c1CCC2 | 12.0
CCCc1[nH]nc2c1C(c1ccc(OC)c(Cn3nc(C)c(Br)c3C)c1)C(C#N)=C(N)O2 (stereo not given) | -1.0
C1=C(c2ccc(-c3ccccc3)cc2)Nc2ncnn2C1c1ccco1 (stereo not given) | -23.5
CCCCN(CC)CCNC(=O)c1cc2c(C)nc3ccccc3c2o1 | 8.5
COC(=O)CC(=O)CSc1nc(C)cc(C)c1C#N | -31.2
Cc1ccc(-c2nc(CSCC(=O)N3CCOCC3)c(C)o2)cc1 | 3.7
COc1ccc(NC(=O)CN2CCC3(O)CCCCC3C2c2ccccc2OC)cc1 (stereo not given) | 2.9
CCCN1C(=O)c2ccccc2NC1c1ccc(OC)cc1O (stereo not given) | -5.2
N=c1c(C(=O)NCc2ccco2)cc2c(=O)n3ccccc3nc2n1CCc1ccccc1 | 2.0
Cc1ccc(NC(=O)CS(=O)CC(=O)Nc2cccc(C)c2C)cc1F (stereo not given) | 5.6
COc1cc(CN2CCC(C(=O)N3CCCC(C)C3)CC2)cc(Br)c1O (stereo not given) | 5.0
Cc1[nH]n(-c2ccccc2)c(=O)c1/C=N/c1ccccn1 | 2.6
CN(C)c1cccc(C(=O)n2cc(C(=O)c3cc(F)ccc3O)cn2)c1 | 1.8
CCOC(=O)CCc1c(C)nc2cc(-c3ccccc3OC)[nH]n2c1=O | 7.0
